Abeta rescue: A-beta toxicity reversal in yeast | actives 0.063% (n = 410,000) | yeast expressing A-beta42, growth rescue, OD600, 48 h; response scale: 0% DMSO, 100% iron-clioquinol control | AID 1347071 | Potency, µM (top dose mostly 46.1 µM), for the others: at the top dose growth rescue, hits mostly activators; also: potency is read from the fitted curve at half-maximal effect; nearly all actives have a fitted effect of over 55% in size
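Yeast A-beta toxicity model in growth medium with pinned compounds, 48 h at 30 C; growth read as absorbance at 600 nm. Normalized to FeCl3/clioquinol equimolar mix (positive) and DMSO (negative).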
aSyn rescue: alpha-synuclein toxicity inhibition in yeast | Yeast expressing alpha-synuclein, growth rescue, BacTiter-Glo, 24 h | Potency, µM (highest dose often 46.1 µM), for the others: at the highest dose growth rescue (activation), most hits filed as activators | AID 652106 | actives 0.14% (n = 370,000); also: potency is read from the fitted curve at half-maximal effect; % of control where 0% means no effect; nearly all actives have a fitted effect of over 65% in size
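Readout is rescue of growth in alpha-synuclein-expressing yeast, so inhibitors of toxicity appear as activators. Growth after 24 hr at 30 deg C in galactose medium is quantified by luminescence.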
EPAC1 agonist: activates human EPAC1 exchange factor. O95398. AID 720707. Potency, µM (series often up to 154 µM), for inactives: at the top dose activation, hits mostly activators. EPAC1 agonist qHTS, biochemical assay; response scale: 100% = response to 6.5 mM cAMP. actives 0.073% (n = 360,000); also: potency is read from the fitted curve at half-maximal effect; nearly all actives have a fitted effect of over 60% in size
Target sequence (O95398 whole entry, looked up): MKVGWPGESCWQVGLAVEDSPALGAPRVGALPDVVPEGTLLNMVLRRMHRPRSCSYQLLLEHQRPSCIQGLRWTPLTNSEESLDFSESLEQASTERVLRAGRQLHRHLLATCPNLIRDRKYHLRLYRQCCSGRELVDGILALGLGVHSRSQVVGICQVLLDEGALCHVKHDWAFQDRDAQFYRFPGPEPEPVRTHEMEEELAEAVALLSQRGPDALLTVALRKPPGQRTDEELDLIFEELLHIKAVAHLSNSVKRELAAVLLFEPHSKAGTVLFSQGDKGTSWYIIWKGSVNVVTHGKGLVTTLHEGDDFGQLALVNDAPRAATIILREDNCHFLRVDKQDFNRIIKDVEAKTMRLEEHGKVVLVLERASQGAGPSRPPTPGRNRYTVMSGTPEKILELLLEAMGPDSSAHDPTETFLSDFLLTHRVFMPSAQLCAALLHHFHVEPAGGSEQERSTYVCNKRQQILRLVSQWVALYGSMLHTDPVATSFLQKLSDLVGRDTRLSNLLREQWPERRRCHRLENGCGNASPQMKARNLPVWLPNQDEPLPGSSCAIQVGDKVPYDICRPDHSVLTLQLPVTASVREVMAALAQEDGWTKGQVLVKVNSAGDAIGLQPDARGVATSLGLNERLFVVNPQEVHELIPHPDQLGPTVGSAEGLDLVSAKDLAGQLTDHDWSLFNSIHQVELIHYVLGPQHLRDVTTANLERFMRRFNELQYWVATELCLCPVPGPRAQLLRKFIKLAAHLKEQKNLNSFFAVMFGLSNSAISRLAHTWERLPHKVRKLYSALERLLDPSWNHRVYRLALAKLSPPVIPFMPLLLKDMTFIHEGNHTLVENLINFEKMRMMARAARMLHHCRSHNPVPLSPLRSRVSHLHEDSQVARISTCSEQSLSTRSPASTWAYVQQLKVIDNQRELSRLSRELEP
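EPAC1 100 nM, Rap1B–BODIPY-GDP 250 nM, unlabeled GDP 50 uM; compound titration; 5 min RT; kinetic read ex480/em540 at 5-min intervals ×30 min; data normalized to 6.5 mM cAMP agonist control.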
FUS suppressor: FUS proteinopathy suppression in yeast | actives 0.24% (n = 390,000) | S. cerevisiae FUS-expressing, growth rescue, OD600, 24 h | Potency, µM (series often up to 76.6 µM), for the others: top-dose growth rescue (activation), most hits filed as activators;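 also: potency is read from the fitted curve at half-maximal effect; plate controls were DMSO vehicle for no effect and reference control for full effect; nearly all actives have a fitted effect of over 55% in size; some results filed as inactive show a strong effect at the top dose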
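Absorbance at 600 nm, taken 24hr after compound addition, measured rescue of FUS-yeast growth at 30C. Induction used 2% galactose with seeding at OD 0.005. Controls: CP55940 from 92uM final, DMSO only.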
EPAC1 antag: EPAC1 (human) antagonism | EPAC1 GEF assay, Rap1b-BODIPY-GDP exchange fluorescence | Potency, µM (titrated, usually from 115 µM), for inactives: top-dose activity change, negative = inhibition, usual class: inhibitors | AID 720709 | actives 0.14% (n = 360,000);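 also: potency is read from the fitted curve at half-maximal effect; plate controls were vehicle for no effect and positive control for full effect; nearly all actives have a fitted effect of over 50% in size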
IL-2 act: IL-2 activation; activation, % (series mostly up to about 46 µM); IL-2 activation reporter assay, cell-based qHTS; stimulated with anti-CD3/CD4/CD28 beads; in transgenic mouse T cells; AID 652025; actives 0.065% (n = 360,000); in the data active = activation above about 50%; inconclusive = mostly about 30% to 49%; also: 0% is about no effect
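Using fluorescent plate cytometry, EGFP and DsRed are detected in transgenic mouse T cells stimulated 18 h at 37 degrees C with antibody-coated beads after 60 min compound pretreatment.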
PLK1 PBD block: blocks phosphopeptide binding to human PLK1 polo-box domain | P53350 | Plk1 PBD binding of FITC phosphopeptide, fluorescence polarization | Potency, µM, inactives show max response, negative = inhibition, hits mostly inhibitors | actives 2.8% (n = 360,000) | AID 720504; also: potency is read from the fitted curve at half-maximal effect; series mostly up to about 57 µM; % is scaled to controls: 0 for no effect and ±100 for the full control effect; nearly all actives have a fitted effect of over 65% in size
PI5P4K alpha inh: blocks human PI5P4K alpha kinase activity; AID 652105; max response, %; PI5P4Kalpha enzyme, ADP-Glo luminescence, 60 min; hits give low values; actives 1.2% (n = 330,000); P48426; active = max response of -50% or lower; inconclusive = between -30% and -50%; inactive = -30% or higher; also: value at the top dose of about 77 µM; % is scaled to controls: 0 for no effect and ±100 for the full control effect
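Reactions run in 0.038 M HEPES pH 7.4, 0.28 mM EGTA, 0.1% CHAPS and 5% DMSO, with PI5P4Kalpha, substrate, compound and 5 microM ATP final, one hour at room temperature. Readout is ADP-Glo luminescence.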
WRN inhibitor: blocks human WRN helicase | Q14191 | WRN helicase unwinding, fluorescent forked duplex, kinetic | Potency, µM (highest dose often 114 µM), inactives show at the highest dose activity change, negative = inhibition, usual class: inhibitors | actives 0.46% (n = 360,000) | AID 651768; also: potency is read from the fitted curve at half-maximal effect; % is scaled to controls: 0 for no effect and ±100 for the full control effect; nearly all actives have a fitted effect of over 55% in size
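Fluorescence dequenching readout, ex 525 nm/em 598 nm, kinetic mode: forked duplex DNA (100 nM final) with adjacent fluorophore and quencher unwound by WRN (20 nM final) with 2 mM ATP. Compound preincubation 15 min, room temperature.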
Numbers without * were called inactive; ? = inconclusive; . = no result given; & = joins results of further samples; [ ] = remark or other dose. Unless noted, calls follow the shape of the dose curve; as a rule, active = well fitted curve in the direction sought with a large enough effect; inconclusive = small, poorly fitted or top-dose-only effect, or another doubt; inactive = no such curve, though single readings can be large; an effect the other way counts as inactive or inconclusive.

structure | EPAC1 agonist | WRN inhibitor | IL-2 act | aSyn rescue | EPAC1 antag | Abeta rescue | FUS suppressor | PI5P4K alpha inh | PLK1 PBD block
COc1cccc(/C=N/NC(=O)c2cccc3ccccc23)c1 | -13.2% | 5.3% | -3.8 | -6.7% | -10.8% | 1.2% | 0.4% | -12.3 | -18.0%
Cc1ccc(CS(=O)(=O)CCC(=O)NCCC2=CCCCC2)cc1 | 8.9% | 8.8% | 4.3 | -1.3% | -3.8% | 19.3% | -7.5% | 1.3 | -4.0%
CC1CC(C)CN(S(=O)(=O)c2ccc(NC(=S)NC(=O)c3ccccc3)cc2)C1 (stereo unspecified) | 1.1% | 8.3% | -1.3 | 3.8% | -19.1% | -2.2% | . | 0.7 | -7.2%
CC[C@@H]1CC2=C(C(=O)OC(C)(C)O2)[C@@H](c2ccc(Cl)cc2)O1 | 11.9% | -5.0% | 0.0 | -9.3% | -16.5% | 0.5% | 0.0% | 2.7 | -10.2%
Cc1c(NC(=O)c2cc3c(s2)CCCC3)c(=O)n(-c2ccccc2)n1C | 7.1% | -0.9%[57.1 µM] | 1.6 | -0.8% | -14.3% | 11.6% | 4.9% | -2.6 | -7.3%
O=C(c1ccccc1[N+](=O)[O-])N1CCN(c2ccc(N3CCOCC3)nn2)CC1 | ? | 6.3% | -0.7 | -0.6% | -12.3% | -14.4% | -3.5% | 0.1 | -1.0%
O=C(CCN1C(=O)/C(=C/c2ccccc2Cl)SC1=S)NCCCN1CCOCC1 | 3.8% | -3.0% | -4.1 | -1.3% | 19.5% | 0.8% | 11.2% | -1.8 | -17.8%
O=S(=O)(NCC1COc2ccccc2O1)c1ccccc1F (stereo unspecified) | -7.6% | 0.4% | 3.1 | 25.5% | -1.3% | 5.5% | 2.8% | -6.5 | -1.5%
COc1ccc(S(=O)(=O)N2CCC[C@H]2C(=O)N2CCC[C@H]2C(=O)NCc2ccccc2)cc1C | -9.8% | 4.0% | 0.1 | 2.7% | 20.4% | 3.9% | 7.3% | -1.4 | 2.1%
COc1cccc(C(C)NC(=O)Cc2cccs2)c1 (stereo unspecified) | -0.5% | -3.5% | 1.1 | -1.5% | -3.7% | 18.2% | -4.8% | 1.3 | 21.2µM*
CN1C(=O)c2cccc3c(S(=O)(=O)Nc4ccccn4)ccc1c23 | 0.7% | -16.5% | -3.7 | 6.8% | 3.0% | 11.3% | . | 0.8 | -3.8%
Cc1ccccc1S(=O)(=O)NNC(=O)C(=O)NNc1ccccn1 | -3.0% | 8.6% | 1.2 | -3.8% | 13.7% | 2.3% | -9.0% | 1.7 | -2.1%
COc1cccc(NC(=O)Cn2c(=O)oc3cc(S(=O)(=O)N4CCCC4)ccc32)c1 | 2.7% | -7.4% | -2.8 | -3.0% | 0.4% | -5.4% | 18.5% | -7.3 | 4.2%
N#Cc1ccsc1NC(=O)COC(=O)c1cc2ccccc2cc1O | 7.6% | -4.8% | -2.2 | -14.6% | 15.2% | -7.0% | 13.8% | -9.6 | -12.2%
CCN(c1ccccc1)S(=O)(=O)c1ccc(C(=O)Nc2ccccn2)cc1 | -0.5% | -16.2% | -0.3 | 7.7% | -12.5% | -8.2% | 12.6% | -1.1 | 2.6%
O=C(C(=O)N1CCN(c2ccccc2)CC1)c1cccc(Br)c1 | -6.1% | -5.0% | -0.1 | 0.2% | -0.9% | 9.0% | 28.8% | -2.9 | -4.4%
O=C(Cn1c(CO)nc2ccccc21)Nc1cc(C(F)(F)F)ccc1N1CCOCC1 | -5.7% | -1.5% | 0.0 | -6.4% | 3.0% | 22.8% | 15.2% | -4.7 | -22.4%
Cc1ccc(C(=O)CCC2CCCCC2=O)cc1 (stereo unspecified) | -4.5% | 12.5% | -2.3 | -1.4% | 2.0% | -6.0% | 10.0% | 0.2 | -1.3%
COc1ccc(NC(=O)c2cc(C3CCCCN3C(=O)c3ccc(NC(C)=O)cc3)on2)c(C)c1 (stereo unspecified) | 1.4% | 1.3% | 0.4 | -7.1% | -9.6% | -24.5% | ? | 0.5 | -4.6%
O=C1NC(=S)S/C1=C1\Sc2ccccc2N1CCCS(=O)(=O)O | -11.0% | -4.6% | -1.1 | -6.0% | -28.9% | 4.7% | 11.2% | -19.6 | ?
Cc1cccc(OCC(=O)NCC(c2ccco2)N2CCCC2)c1 (stereo unspecified) | -0.6% | -15.5% | -0.2 | 3.9% | -12.4% | -4.7% | 16.9% | 6.6 | -5.6%
CCCCNC(=O)Cn1cnc2sc(C)c(S(=O)(=O)N3CCN(c4ccccc4OC)CC3)c2c1=O | 0.1% | -3.2% | -1.0 | -0.1% | -2.1% | -11.8%&-12.6% | -7.8%&-24.2% | 3.9 | -9.0%
COC(=O)CCC(=O)NC(=S)Nc1ccc(S(=O)(=O)Nc2cc(OC)nc(OC)n2)cc1 | -2.2% | -1.5% | -2.2 | -1.8% | 9.5% | -6.9% | -11.2% | -5.1 | -9.8%
O=C(OCN1C(=O)c2ccccc2C1=O)c1cccs1 | 0.1% | -5.8% | -0.6 | 0.6% | -8.7% | 16.4% | 5.5% | 1.6 | -8.5%
CC(C)N1CCN(C(=O)c2ccc(OC3CCN(CCc4ccccc4)CC3)cc2)CC1 | 4.8% | -23.4% | 0.6 | -6.3% | -7.6% | -13.3% | 14.9% | 7.2 | -12.3%
CCOC(=O)CNC(=O)CSc1nc2c(C)cccc2cc1CC | -11.6% | -10.1% | -0.9 | 4.6% | -8.5% | -5.7% | 7.5% | 2.4 | -23.0%
Cc1ccc(C2(c3ccccc3)NC(=O)N(CC(=O)NCc3ccco3)C2=O)cc1C (stereo unspecified) | 16.2% | 0.8% | 1.0 | -1.9% | ? | -16.4% | 18.8% | -1.6 | -5.6%
COc1ccc(OCCN(C)C(=O)c2cccc(S(=O)(=O)N(C)c3ccccc3)c2)cc1 | 12.0% | -7.4% | 0.5 | -0.3% | -2.2% | 2.1% | . | 6.2 | 1.7%
O=[N+]([O-])c1cccc(C2(O)COc3ccccc3O2)c1 (stereo unspecified) | 2.6% | -8.7% | -4.9 | 14.3% | -25.4% | 17.3% | 16.5% | 8.3 | -2.5%
CCOC(=O)Nc1ccc(S(=O)(=O)NC2CCCCC2)cc1 | 7.1% | -0.7% | 0.3 | 13.7% | -16.0% | 25.3% | -3.7% | 2.1 | -9.8%

Further results follow.
structure | EPAC1 agonist | WRN inhibitor | IL-2 act | aSyn rescue | EPAC1 antag | Abeta rescue | FUS suppressor | PI5P4K alpha inh | PLK1 PBD block
Cc1cc(Cl)ccc1OCC(=O)N1CC(C)CC(C)C1 (stereo unspecified) | 0.9% | -4.5% | 1.1 | 16.5% | -6.6% | -0.3% | 27.9% | 0.8 | -4.7%
N#CCCn1cc(C(=O)N2CCCCC2)c(-c2ccc([N+](=O)[O-])cc2)n1 | 5.4% | -0.1% | -0.3 | -8.3% | -5.3% | 4.1% | 8.2% | -3.3 | -9.1%
CCC(C)NC(=O)C1CCC(CNS(=O)(=O)c2cccc3nsnc23)CC1 (stereo unspecified) | 18.3% | -10.4% | -3.2 | -1.3% | -19.8% | -1.2%&-5.2% | -7.3%&19.6% | 1.9 | -10.7%
CCOc1ccc(/C=N/OCC(=O)Nc2ccc(OCc3ccccc3)cc2)cc1OC | -3.4% | 0.2% | -3.8 | -10.2% | 13.4% | -11.4% | 20.0% | 4.8 | -2.3%
O=C(NN1C(=O)C2C(C1=O)C1C=CC2C12CC2)c1cccc(Cl)c1 (stereo unspecified) | -8.4% | -8.9% | -2.3 | 0.3% | 14.0% | 2.4% | -2.2% | 3.5 | 9.0%
Cc1cc2ccccn2c1C(=S)NC(=O)c1ccccc1 | 1.4% | -3.3% | -0.8 | -9.6% | -11.0% | ? | -1.8% | 5.4 | -12.9%
CCN1C(=O)[C@H]2[C@@H](c3ccc(C)cc3)N[C@]3(CCCN(Cc4ccc(Cl)cc4)C3=O)[C@H]2C1=O | -31.1%[inhibitor] | 6.5% | -1.5 | 7.8% | -3.3% | 3.3% | 4.9% | 2.0 | -14.7%
CCOc1ccccc1NS(=O)(=O)c1ccc(-n2cccn2)cc1 | -5.4% | -0.9% | -1.3 | -4.0% | 7.5% | 1.7% | -6.1% | -1.0 | -9.6%
COCCNC(=S)NNC(=O)c1cccs1 | 1.1% | -1.2% | -1.9 | -3.7% | -1.1% | 0.0% | 1.9% | -1.5 | -8.5%
CCN(C[C@H]1N[C@@](CC)(C(=O)OC)[C@H]2C(=O)N(Cc3ccccc3)C(=O)[C@@H]12)C(=O)c1ccc(C(C)(C)C)cc1 | -31.0%[inhibitor] | -12.2% | -0.6 | -12.0% | -14.7% | 5.5% | ? | 2.9 | -7.1%
CCOC(=O)Cn1c(=O)oc2cc(S(=O)(=O)NCC3CCCO3)ccc21 (stereo unspecified) | -3.8% | -3.3% | 1.3 | 2.8% | -6.0% | 3.6% | -27.1% | 0.4 | -2.6%
CC1CC(C)(C)CC2(C1)NC(=O)N(CC(=O)N1CCN(Cc3ccc(C#N)cc3)CC1)C2=O (stereo unspecified) | 1.0% | -1.8% | -4.4 | -7.1% | -1.5% | 1.7% | 4.5% | -0.1 | 2.9%
O=c1cc(NCCO)c2ccccc2o1 | -6.3% | 3.6% | -2.4 | 8.6% | 7.4% | -1.5% | . | 0.5 | 0.8%
CC1CCN(C(=O)c2ccccc2NC(=O)c2cccs2)CC1 | -8.9% | 18.5% | -0.7 | -1.3% | 13.5% | -12.9% | 12.5% | -5.6 | 0.5%

Compounds above that have a furan ring, fused or not:
structure | EPAC1 agonist | WRN inhibitor | IL-2 act | aSyn rescue | EPAC1 antag | Abeta rescue | FUS suppressor | PI5P4K alpha inh | PLK1 PBD block
Cc1cccc(OCC(=O)NCC(c2ccco2)N2CCCC2)c1 (stereo unspecified) | -0.6% | -15.5% | -0.2 | 3.9% | -12.4% | -4.7% | 16.9% | 6.6 | -5.6%
Cc1ccc(C2(c3ccccc3)NC(=O)N(CC(=O)NCc3ccco3)C2=O)cc1C (stereo unspecified) | 16.2% | 0.8% | 1.0 | -1.9% | ? | -16.4% | 18.8% | -1.6 | -5.6%

Bioassay records from PubChem.
